# MK inhibit: inhibitors of Streptococcus pneumoniae mevalonate kinase | hit rate 0.48% among 65,000 | purified MK, PK/LDH-coupled NADH absorbance 340 nm | inhibition, % at 10 µM | AID 555;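 active means ranked among the strongest by inhibition in the single 10 µM screen, a fixed top-ranked set picked for dose follow-up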; further: no value below 0 was filed
# Spn PMK inh: blocks S. pneumoniae phosphomevalonate kinase; purified PMK, PK/LDH-coupled NADH absorbance 340 nm; inhibition, % at 10 µM; hit rate 0.49% among 65,000; AID 539;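 active means top-ranked compounds by inhibition in the single 10 µM screen, taking a fixed number of the strongest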;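 further: 0% = full reaction with DMSO carrier and 100% = background rate without enzyme reaction; no value below 0 was filed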
# LYP phosphatase: LYP phosphatase inhibitors, primary screen, biochemical, DiFMUP fluorescence, recombinant catalytic domain, 10 µM (AID 606). recombinant LYP catalytic domain, DiFMUP fluorescence; higher % means a stronger effect. inhibition, % at 10 µM; hits with a dose series show IC50 in µM. 52,000 tested, under 10 active;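 active means IC50 under 40 µM in the dose-response test; inactive means IC50 of 40 µM or more, or never dose-tested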
# KRASV12 cytotoxicity: cytotoxicity in KRAS-transformed pancreatic duct cells, primary screen, cell-based, fluorescence, HTS (AID 431) | one-dose cytotoxicity, % at 10 µM; EC50 in µM for titrated hits | hit rate 1.7% among 63,000 | HPDE-C7K KRASV12 cells, Alamar Blue viability, 48 h; higher % means a stronger effect;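 active means compounds whose percent cytotoxicity in the single-dose primary screen, scaled between solvent and toxic-drug controls, exceeds 50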;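 further: 0% = DMSO solvent wells and 100% = doxorubicin-treated wells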
# HT1080 viability: HT1080 cell viability loss – fluorescence readout (AID 620); HT1080 viability, fluorescence; higher % means a stronger effect; one-dose cytotoxicity, % at 10 µM; EC50 in µM for titrated hits; hit rate 0.42% among 87,000;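 further: cells exposed to compound overnight then 4 h with Alamar Blue; 0% = vehicle DMSO and 100% = killing control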
# HPDE-C7 cytotoxicity: cytotoxicity in HPDE-C7 cells, cell-based, fluorescence, HTS (AID 430); HPDE-C7 pancreatic duct cells viability, fluorescence; higher % means a stronger effect; cytotoxicity, % at 10 µM, or EC50 in µM where a hit was titrated; hit rate 1.8% among 63,000;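 further: cells exposed to compound for 48 hours before viability readout; 0% = vehicle and 100% = reference cytotoxic drug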
# DPM-DC inhibit: inhibitors of Streptococcus pneumoniae diphosphomevalonate decarboxylase | purified DPM-DC, PK/LDH coupled NADH fluorescence | calls only at 10 µM | hit rate 0.49% among 65,000;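 active means the 320 compounds with the highest percent inhibition in the single-dose primary screen, excluding strongly autofluorescent ones, cut at about 32% in these data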;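 further: kinetic rate of NADH fluorescence loss reporting ADP formed by the decarboxylase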
# Alkaline phosphatase: human TNAP enzyme inhibitors, biochemical, luminescent (AID 518) | purified TNAP enzyme, luminescent substrate readout; higher % means a stronger effect | one-dose inhibition, % at 20 µM; IC50 in µM for titrated hits | hit rate 0.09% among 64,000; in the data active means a potency from the dose series; inactive means the rest, 99 in 100 with inhibition below about 22%;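 further: plate controls were vehicle for no effect and reference inhibitor for full effect; many of its hits are not listed in these tables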
# Bfl-1 inhibitors: Bfl-1 inhibitors, primary screen, biochemical, fluorescence polarization, FITC-Bid, mouse (AID 432); FITC-Bid BH3 peptide fluorescence polarization displacement; higher % means a stronger effect; hit rate 0.02% among 64,000; one-dose displacement, % at 20 µM; IC50 in µM for titrated hits; in the data active means a potency from the dose series; inactive means the rest, 99 in 100 with displacement below about 15%; further: strong numbers were not always called active
# Spn PMK inh pilot replicates: further read-out of Spn PMK inh, marked with its call; inhibition, %; measured here: pilot screen replicates
# MK inhibit pilot replicates: recorded beside MK inhibit, whose call it bears; inhibition, %; measured here: pilot screen replicates
# DPM-DC inhibit pilot screen %: further read-out of DPM-DC inhibit, marked with its call; inhibition, %; measured here: pilot screen trials
# * hit, by the source's call; i = inactive; · = no result given; [ ] = dose if it differs, or a comment. Unless noted, no stated cut-off is given here; in the data, active means cytotoxicity above about 50%; inactive means the rest.
# The opening four entries (preview)
SMILES,MK inhibit,Spn PMK inh,LYP phosphatase,KRASV12 cytotoxicity,HT1080 viability,HPDE-C7 cytotoxicity,DPM-DC inhibit,Alkaline phosphatase,Bfl-1 inhibitors,others
COC(=O)c1ccc(-n2c(C)cc(/C=N/n3cnnc3)c2C)cc1,2,2,10%,-7%,3%,2%,i,4%,0%,
COc1ccc(-n2c(SCC(=O)N3CCCC(C)C3)nnc2-c2cccnc2)cc1 (stereo not drawn),0,16,-6%,-4%,7%,1%,i,-4%,-4%,
CC1=C(C(=O)OCC(C)C)C(c2ccccc2Cl)NC(=O)N1C (stereo not drawn),6,0,7%,0%,·,-10%,i,7%,7%,
O=C(CCN1C(=O)c2ccccc2C1=O)N1CCCCCC1,9,0,·,-24%,-14%,-17%,i,-2%,4%,

# Results, previewed entries included:
SMILES,MK inhibit,Spn PMK inh,LYP phosphatase,KRASV12 cytotoxicity,HT1080 viability,HPDE-C7 cytotoxicity,DPM-DC inhibit,Alkaline phosphatase,Bfl-1 inhibitors,others
COC(=O)c1ccc(-n2c(C)cc(/C=N/n3cnnc3)c2C)cc1,2,2,10%,-7%,3%,2%,i,4%,0%,
COc1ccc(-n2c(SCC(=O)N3CCCC(C)C3)nnc2-c2cccnc2)cc1 (stereo not drawn),0,16,-6%,-4%,7%,1%,i,-4%,-4%,
CC1=C(C(=O)OCC(C)C)C(c2ccccc2Cl)NC(=O)N1C (stereo not drawn),6,0,7%,0%,·,-10%,i,7%,7%,
O=C(CCN1C(=O)c2ccccc2C1=O)N1CCCCCC1,9,0,·,-24%,-14%,-17%,i,-2%,4%,
CCn1nnnc1-c1ccc(OC)c(S(=O)(=O)Nc2ccc(OC)cc2)c1,6,0,12%,-2%,3%,8%,i,8%,-6%,
Cc1c(C(=O)NC(C)c2ccncc2)oc2ccccc12 (stereo not drawn),2,6,9%,-7%,0%,-17%,i,8%,-7%,
CCCn1c(=S)[nH]c2cc(C(=O)NCC3CCCO3)ccc2c1=O (stereo not drawn),7,5,·,0%,4%,1%,i,11%,2%,
O=C(NCCN1CCOCC1)c1cc2sccc2n1Cc1ccc(Cl)cc1,8,11,3%,19%,30%,-6%,i,6%,-7%,
Cn1nnnc1SCC(=O)N1CCN(c2ccccc2)CC1,8,0,4%,-4%,4%,-7%,i,18%,3%,Spn PMK inh pilot replicates=2.0;MK inhibit pilot replicates=0.0;DPM-DC inhibit pilot screen %=0.0
OCc1csc(=Nc2ccccc2)n1-c1ccccc1,5,8,8%,-21%,-3%,-28%,i,10%,-4%,
CCCn1c(SCC(=O)N2CCc3ccccc3C2)nc2c1c(=O)n(C)c(=O)n2C,11,10,-1%,15%,-6%,0%,i,14%,-5%,Spn PMK inh pilot replicates=0.0;MK inhibit pilot replicates=2.5;DPM-DC inhibit pilot screen %=1.0
Cc1ccccc1-c1nnc(SCC(=O)NC2CCCCC2)o1,13,12,11%,-6%,4%,3%,i,16%,-1%,
O=c1[nH]c2ccccc2nc1C(F)(F)C(F)F,6,4,-6%,3%,0%,-4%,·,7%,-3%,
NC(=O)C1CCN(C2CC(=O)N(c3cccc(F)c3)C2=O)CC1 (stereo not drawn),8,11,3%,-9%,-7%,2%,i,3%,-2%,
COc1ccc(Br)cc1CNC(=O)C1CCN(S(=O)(=O)N2CCCC2)CC1,5,30*,10%,-12%,·,-4%,i,-2%,0%,
CCC(C)C(NC(=O)C1CCC(C)CC1)C(=O)NCc1cccnc1 (stereo not drawn),6,12,6%,-6%,4%,-5%,i,15%,-2%,Spn PMK inh pilot replicates=1.0;MK inhibit pilot replicates=0.0;DPM-DC inhibit pilot screen %=0.0
COc1cccc(C(=O)N2CCN(Cc3ccco3)CC2)c1OC,35,10,6%,-3%,-1%,0%,i,8%,-8%,
C/C(N)=C(/C#N)C(=O)COC(=O)COc1ccc(Cl)cc1,0,11,11%,-2%,-2%,-6%,i,-23%,2%,Spn PMK inh pilot replicates=9.5;MK inhibit pilot replicates=0.5;DPM-DC inhibit pilot screen %=0.5
Cc1cc2cc(CNC(=O)Nc3ccccc3)ccc2n1C,6,8,-4%,·,-4%,·,i,·,·,
CCOc1ccc(CNC(=O)CCn2c(=O)oc3ccccc32)cc1OC,0,12,7%,-7%,1%,-2%,i,6%,2%,
O=C(CSc1nc(N2CCCCC2)nc(N2CCCCC2)n1)Nc1nccs1,2,8,-2%,-2%,-5%,-14%,i,14%,-2%,Spn PMK inh pilot replicates=0.0;MK inhibit pilot replicates=0.0;DPM-DC inhibit pilot screen %=1.0
COc1cc(Cl)cc(C2NC(=O)NC(C)=C2C(=O)NCc2ccccc2)c1O (stereo not drawn),6,3,-7%,-5%,4%,-12%,i,8%,6%,
O=C(Nc1ccc(Nc2ccccc2)cc1)c1ccc(Br)o1,11,0,-3%,93%*,-4%,77%*,i,15%,-4%,
CN(c1ccccc1)S(=O)(=O)c1cc(C(=O)c2nccn2C)ccc1Cl,8,6,12%,17%,6%,8%,i,6%,-1%,
COC(=O)c1cccc(NC(=O)CN2CCN(c3ccc(OC)cc3)CC2)c1,9,0,·,15%,-3%,14%,i,5%,0%,
O=C(Nc1ccc2nccnc2c1)c1cnccn1,3,0,·,-19%,4%,-17%,i,4%,-1%,
O=C(OCn1nnc2ccccc2c1=O)c1ccc(Br)o1,·,2,6%,·,-8%,·,i,·,·,
COc1cc(OC)c(NC(=O)CCNS(=O)(=O)c2cc(Br)cnc2N)cc1Cl,2,15,7%,-1%,10%,4%,i,8%,-2%,
CC(C)COC(=O)C1C(=O)CC(C)(O)C(C(=O)OCC(C)C)C1c1cccnc1 (stereo not drawn),0,12,-19%,-10%,5%,-6%,i,12%,0%,
Cc1occc1C(=O)Nc1ccc2c(c1)OCCO2,10,0,8%,-26%,11%,-3%,i,8%,2%,
CCN(CC)CCN1C(=O)c2oc3ccccc3c(=O)c2C1c1ccc(F)cc1 (stereo not drawn),2,8,2%,11%,-2%,-1%,i,-3%,2%,
CC(C)c1nc(N2CCN(C(=O)c3ccccc3)CC2)c(C#N)c2c1COC(C)(C)C2,1,0,2%,-4%,-3%,-4%,·,-3%,0%,
O=C1c2ccccc2C(=O)N1CC(O)COCc1ccccc1 (stereo not drawn),4,8,·,3%,-4%,0%,i,7%,6%,
O=C(NCc1ccccc1)c1c[nH]c2ccc(S(=O)(=O)Nc3ccc4c(c3)OCCO4)cc2c1=O,2,7,·,28%,0%,37%,i,0%,-4%,
CC(=O)OCCn1c(=O)c2cc3c(=O)n(CCOC(C)=O)c(=O)c3cc2c1=O,8,4,0%,·,-8%,·,i,4%,1%,
CCOC(=O)C1CCN(C(c2cc(OC)c(OC)c(OC)c2)c2sc3nc(C)nn3c2O)CC1 (stereo not drawn),3,0,-8%,0%,0%,7%,i,4%,-1%,
O=C1CCC(=O)N1CNc1ccccn1,11,1,-4%,5%,16%,-4%,i,7%,-5%,
COc1ccc(CC(=O)NCc2ccccc2Cl)cc1S(=O)(=O)N1CCOCC1,0,10,17%,-1%,26%,1%,i,4%,4%,
NC1=NCc2ccccc21,11,15,10%,-3%,11%,-6%,i,16%,0%,
Cc1ccccc1Cn1c2ccccc2c2cn[nH]c(=O)c21,9,7,8%,1%,3%,-8%,i,16%,-4%,
CN1CCN(S(=O)(=O)c2ccc(NC(=O)c3ccc(F)cc3)cc2)CC1,5,8,·,5%,-2%,-3%,i,12%,4%,Spn PMK inh pilot replicates=0.5;MK inhibit pilot replicates=0.5;DPM-DC inhibit pilot screen %=4.0
OCCNCC1(O)C2CC3CC(C2)CC1C3 (stereo not drawn),12,26*,·,-4%,-2%,-7%,i,12%,-6%,
Cc1ccc(Cl)cc1NC(=O)c1ocnc1C,4,14,·,0%,-2%,-18%,i,8%,0%,
Cc1ccc2cc(CN(Cc3nnnn3Cc3ccco3)CC3CCCO3)c(=O)[nH]c2c1C (stereo not drawn),10,10,·,10%,-20%,0%,i,7%,8%,
Cc1nnc2sc(-c3ccc(NC(=O)c4ccc(-c5ccc(Br)cc5)o4)cc3)nn12,0,0,0%,4%,3%,-4%,·,10%,2%,
CCOc1ccc(NC(=O)C2CCN(C(=O)NCc3ccccc3)CC2)cc1,0,23,4%,7%,4%,3%,i,12%,-11%,
CCOC(=O)c1cc(C(C)(C)C)oc1CN,13,0,4%,-16%,-2%,-2%,i,7%,-2%,Spn PMK inh pilot replicates=1.0;MK inhibit pilot replicates=0.0;DPM-DC inhibit pilot screen %=0.0
O=C(NCCN1CCCCC1)Nc1ccc(F)c(Cl)c1,4,6,5%,-6%,4%,1%,i,6%,-6%,
COc1c2occc2c(OC)c2c(=O)cc(C(F)(F)C(F)(F)F)oc12,8,1,3%,6%,-6%,-11%,i,5%,-5%,
Nc1ncnc2nc(SCc3ccccc3)[nH]c12,0,0,8%,10%,1%,2%,i,42%,-6%,
# New compounds follow:
SMILES,MK inhibit,Spn PMK inh,LYP phosphatase,KRASV12 cytotoxicity,HT1080 viability,HPDE-C7 cytotoxicity,DPM-DC inhibit,Alkaline phosphatase,Bfl-1 inhibitors,others
Cc1cccnc1NC(=O)C1CCN(S(=O)(=O)c2ccc3c(c2)CCC(=O)N3)CC1,4,0,11%,11%,-3%,3%,i,-1%,-1%,
Cc1cccc2sc(NC(=O)CN(C)S(=O)(=O)c3cccs3)nc12,1,0,6%,29%,-19%,15%,i,16%,-2%,Spn PMK inh pilot replicates=12;MK inhibit pilot replicates=1.5;DPM-DC inhibit pilot screen %=2.0
COc1ccc(N2CCN(C(=O)Cn3c(=O)[nH]c4ccsc4c3=O)CC2)cc1,10,1,8%,7%,5%,0%,i,12%,2%,
O=c1nc(N2CCOCC2)ccn1Cc1ccc(Br)cc1,4,7,1%,-9%,-7%,-2%,i,21%,2%,
c1ccc(-c2noc(-c3ccncc3)n2)nc1,1,0,-12%,-10%,4%,-8%,i,10%,-4%,
Cc1nc2c(ccc3nc(NC(=O)c4ccc5c(c4)OCCO5)sc32)s1,11,13,12%,45%,43%,45%,i,4%,-1%,
CCOC(=O)c1c(C)c(C(=O)Nc2ccccc2)c(C)n1CC,4,6,8%,9%,-2%,4%,i,10%,-14%,
O=C1CC(C(=O)N(CC2CCCO2)C(C(=O)NC2CCCCC2)c2ccncc2)CS1 (stereo not drawn),0,8,9%,-13%,2%,-21%,i,6%,-6%,
CCn1c(SCC(=O)c2ccccc2)nnc1-c1cnccn1,2,3,-5%,-24%,11%,-11%,i,6%,-2%,
c1cncc(C2Nc3ccccc3-c3nc4ccccc4n32)c1 (stereo not drawn),i,i,16%,3%,·,7%,i[fluoresces],17%,5%,Spn PMK inh pilot replicates=1.5;MK inhibit pilot replicates=2.0;DPM-DC inhibit pilot screen %=100
O=C(NCc1ccco1)C12CC3CC(C1)CC(C(=O)NCc1ccco1)(C3)C2,3,0,9%,-2%,-9%,2%,i,2%,-7%,
CCC(C)(C)n1nnnc1C(c1cc2cc3c(cc2[nH]c1=O)OCO3)N1CCN(C)CC1 (stereo not drawn),1,20,-5%,10%,6%,12%,·,1%,3%,

# Source: PubChem (several laboratories)
